High-throughput results: PubChem BioAssay, several laboratories
NCOA3 inh: SRC3 coactivator transcriptional activity inhibitors, primary screen, cell-based, luminescence; HEK293 GAL4-SRC3 luciferase reporter; inhibition, % at 3.6 µM; hit rate 0.17% among 360,000;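 active = inhibition above a per-campaign cutoff, the mean of all compounds plus 3 SD, cut at about 60% in these data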;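 also: 0% = DMSO-treated cells and 100% = gossypol-treated cells at 36 µM; higher means less SRC3-driven luciferase light from the GAL4 reporter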
C8 TRAIL sens: viability loss with TRAIL in NB7+C8 cells, primary screen, TRAIL sensitizer project, cell-based, ATPlite luminescence. inhibition (viability loss, TRAIL sensitization), % at 10 µM. hit rate 1% among 360,000;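 active = compounds causing at least 50% loss of cell viability in the single-dose screen, relative to plate controls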
SRC2 inh: inhibition of GAL4-SRC2 driven luciferase reporter, primary screen, SRC2 inhibitor project, cell-based, luminescence; hit rate 0.17% among 370,000; AID 651957, 2012; Nuclear receptor coactivator 2 (Homo sapiens), Q15596; HEK293 GAL4-SRC2 luciferase reporter; inhibition, % at 9 µM;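 active = inhibition above the mean inhibition of all tested compounds plus 3 SD, set per campaign, cut at about 52% in these data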;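 also: 0% = DMSO treated cells and 100% = cells given Gossypol at 36 µM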
LMP1 NFkB inh: EBV LMP1-driven NF-kappaB luciferase reporter inhibitors, primary screen, cell-based, luminescence, single point; LMP1-induced NF-kappaB luciferase reporter cells; inhibition, % at 12.5 µM; hit rate 0.69% among 350,000; in the data active = inhibition above about 41%;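 also: 0% = neutral control wells and 100% = reference inhibitor control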
TLR9-MyD88 block: inhibitors of TLR9-MyD88 association in cells, primary screen, cell-based, CHO, BLA complementation, fluorescence; Toll-like receptor 9 (Homo sapiens) + Myeloid differentiation primary response protein …; CCF4 FRET ratio; inhibition, % at 4.98 µM; hit rate 0.21% among 340,000; AID 504734, 2011;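 active = inhibition above the mean over all tested compounds plus 3 SD, cut at about 21% in these data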;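 also: 0% = DMSO only wells and 100% = clavulanate BLA inhibitor control wells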
SRC1 inh: SRC1 coactivator transcriptional activity inhibitors, primary screen, cell-based, luminescence; inhibition, % at 3.6 µM; HEK293 GAL4-SRC1 luciferase reporter; hit rate 0.12% among 360,000; AID 588354, 2011;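 active = inhibition above the campaign mean plus 3 SD, with each screening campaign given its own cutoff, cut at about 60% in these data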;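 also: 0% = DMSO treated cells and 100% = gossypol at 36 µM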
Target sequence (Q15788 whole entry, looked up, the tested form may be a part): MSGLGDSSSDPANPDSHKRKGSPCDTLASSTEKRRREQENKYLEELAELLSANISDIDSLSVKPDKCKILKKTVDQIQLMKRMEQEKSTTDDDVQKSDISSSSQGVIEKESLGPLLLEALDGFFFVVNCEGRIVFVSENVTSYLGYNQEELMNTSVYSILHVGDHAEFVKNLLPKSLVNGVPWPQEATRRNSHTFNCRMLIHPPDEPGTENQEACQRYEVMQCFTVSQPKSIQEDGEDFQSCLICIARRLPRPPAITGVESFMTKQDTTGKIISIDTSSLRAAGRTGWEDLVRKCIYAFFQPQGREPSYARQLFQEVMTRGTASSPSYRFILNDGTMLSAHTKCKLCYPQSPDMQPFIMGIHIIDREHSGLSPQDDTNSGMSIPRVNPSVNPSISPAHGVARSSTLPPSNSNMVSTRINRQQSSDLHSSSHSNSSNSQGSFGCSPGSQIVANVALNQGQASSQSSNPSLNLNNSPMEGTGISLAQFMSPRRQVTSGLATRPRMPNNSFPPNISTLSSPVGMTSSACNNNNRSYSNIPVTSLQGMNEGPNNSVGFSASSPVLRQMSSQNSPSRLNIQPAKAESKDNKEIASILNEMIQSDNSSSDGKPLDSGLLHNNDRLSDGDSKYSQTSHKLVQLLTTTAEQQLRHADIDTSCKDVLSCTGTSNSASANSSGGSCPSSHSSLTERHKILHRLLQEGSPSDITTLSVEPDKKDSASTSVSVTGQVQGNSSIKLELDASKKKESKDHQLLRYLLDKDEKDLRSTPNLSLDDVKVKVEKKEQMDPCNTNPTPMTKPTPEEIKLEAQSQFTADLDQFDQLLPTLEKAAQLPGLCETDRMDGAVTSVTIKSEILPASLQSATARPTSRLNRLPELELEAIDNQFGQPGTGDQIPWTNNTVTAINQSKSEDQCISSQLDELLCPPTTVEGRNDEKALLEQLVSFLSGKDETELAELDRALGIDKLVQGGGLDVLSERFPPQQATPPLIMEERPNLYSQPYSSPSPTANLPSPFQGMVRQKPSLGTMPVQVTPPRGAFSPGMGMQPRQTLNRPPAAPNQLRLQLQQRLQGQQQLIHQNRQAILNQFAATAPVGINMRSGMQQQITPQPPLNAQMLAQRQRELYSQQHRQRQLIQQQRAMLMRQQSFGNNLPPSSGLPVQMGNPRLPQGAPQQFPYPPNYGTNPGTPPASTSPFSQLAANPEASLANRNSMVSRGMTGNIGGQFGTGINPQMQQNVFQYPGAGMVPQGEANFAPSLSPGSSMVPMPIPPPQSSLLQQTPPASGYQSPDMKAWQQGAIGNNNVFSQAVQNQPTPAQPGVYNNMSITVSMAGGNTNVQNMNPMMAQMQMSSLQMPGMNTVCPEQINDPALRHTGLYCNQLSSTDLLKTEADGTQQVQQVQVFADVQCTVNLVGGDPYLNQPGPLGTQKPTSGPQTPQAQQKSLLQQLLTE
NOD2 RIPK2 PPI: NOD2-RIPK2 binding disruptors in cells, primary screen, fluorescence, CHO cells, BLA complementation; CCF4 ratio; hit rate 0.38% among 360,000; inhibition, % at 4.98 µM; Receptor-interacting serine/threonine-protein kinase 2 (Homo sapiens), O43353; AID 624267, 2012; in the data active = inhibition above about 21%;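 also: 0% = vehicle only and 100% = reference blocker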
TWEAK-Fn14 inh: inhibitors of TWEAK-Fn14 signaling, primary screen, luciferase reporter cells, uHTS; TWEAK-stimulated Fn14 reporter cells, luciferase luminescence, 8 h; inhibition, % at 10 µM; hit rate 2% among 360,000; in the data active = inhibition above about 50%
TROY NFkB inh: inhibitors of TROY-driven NF-kB signaling, primary screen, Q293 LMP1-TROYcd cells, NF-kB luciferase, uHTS. Q293 LMP1-TROYcd NF-kB luciferase reporter, 4 h. inhibition, % at 10 µM. hit rate 0.98% among 360,000;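 active = compounds whose plate-normalised and pattern-corrected inhibition of the luciferase reporter signal at the single screening dose is 50% or more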
COUP-TFII inh: NR2F2 transcriptional activity inhibitors, primary screen, cell-based, luciferase reporter, HEK293T, luminescence; COUP transcription factor 2 (Homo sapiens), P24468; HEK293T NGFI-A luciferase reporter; inhibition, % at 8.6 µM; hit rate 0.7% among 370,000; AID 686940, 2013;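 active = inhibition above a per-plate cutoff, mean inhibition of test wells between control levels plus 3 SD, cut at about 38% in these data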;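 also: cells cotransfected with COUP-TFII expression vector driving the NGFI-A reporter; 0% = median of COUP-TF2 test wells and 100% = reporter-only cells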
LRH-1 inv ag: LRH-1 (NR5A2) inverse agonists, primary screen, cell-based, luminescence, HEK293T, StAR-luciferase reporter; hit rate 0.13% among 360,000; inhibition, % at 3.6 µM; LRH-1 transfected, 24 h; AID 602396, 2012;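 active = inhibition above the mean inhibition of all tested compounds plus 3 SD, cut at about 73% in these data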;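 also: 0% = DMSO wells and 100% = reporter-only cells lacking LRH-1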
* = called active by the depositor; nt = not tested or not shown. Not all compounds are listed, so the mix of outcomes need not match the whole.

SMILES	NCOA3 inh	C8 TRAIL sens	SRC2 inh	LMP1 NFkB inh	TLR9-MyD88 block	SRC1 inh	NOD2 RIPK2 PPI	TWEAK-Fn14 inh	TROY NFkB inh	COUP-TFII inh	LRH-1 inv ag
CCN(CC(=O)Nc1ccc(NC(C)=O)cc1)C(=O)c1ccc(=O)[nH]c1	8	7	-21	1	-4	0	-3	10	10	-3	2
Cc1ccc(CNC(=O)C2CN(S(C)(=O)=O)c3cc(Cl)ccc3O2)cc1 (stereo unspecified)	19	-7	9	-5	5	-2	5	-20	10	1	2
O=C(Nc1ccc(Cl)cc1)N(Cc1cccs1)Cc1cccs1	8	16	-18	-13	-1	1	-7	12	-15	3	-4
Cc1ccccc1CN1C(=O)CSCC1(C)C(=O)Nc1ccc2c(c1)OCCO2 (stereo unspecified)	nt	-6	1	nt	nt	nt	0	nt	nt	-6	-23
COCCN1CCN(C(=O)c2cc(COc3ccc(F)cc3F)on2)CC1	8	-18	-7	3	-7	5	8	9	-14	1	3
CCOc1ccc(C(C)C)cc1S(=O)(=O)N1CCN(C(=O)c2ccco2)CC1	-8	-2	-72	-3	-10	18	4	-17	-9	-1	-12
Nc1c(Cl)cc(C2=NCCn3c2c2ccccc2[n+]3[O-])cc1Cl	-13	2	-24	-4	-5	-17	7	-11	0	4	-11
COc1ccc(S(=O)(=O)N2CCOC2CNC(=O)C(=O)NCCc2ccccc2OC)cc1C (stereo unspecified)	-9	1	-2	7	8	-7	5	6	7	29	21
COc1ccc(/C=N/NC(=O)C2CCN(c3ncc(C(F)(F)F)cc3Cl)CC2)cc1	5	0	8	-5	-10	1	5	-11	20	15	2
C=CCNC(=S)N/N=C/c1ccccc1OCCOc1ccccc1	-11	3	27	-4	7	-14	0	1	2	2	4
Cc1ccc(-n2c(Cc3ccccc3)nnc2SCC(=O)NNC(=O)Cc2ccccc2)cc1	1	8	-25	-2	-7	20	-4	7	-23	8	10
O=C(CCC(NC(=O)OCc1ccccc1)C(=O)OCc1ccccc1)NCC(=O)OCc1ccccc1 (stereo unspecified)	26	6	7	5	10	-7	11	-23	1	7	2

Overlap with the part before: 3 entries, then new ones.
SMILES	NCOA3 inh	C8 TRAIL sens	SRC2 inh	LMP1 NFkB inh	TLR9-MyD88 block	SRC1 inh	NOD2 RIPK2 PPI	TWEAK-Fn14 inh	TROY NFkB inh	COUP-TFII inh	LRH-1 inv ag
C=CCNC(=S)N/N=C/c1ccccc1OCCOc1ccccc1	-11	3	27	-4	7	-14	0	1	2	2	4
Cc1ccc(-n2c(Cc3ccccc3)nnc2SCC(=O)NNC(=O)Cc2ccccc2)cc1	1	8	-25	-2	-7	20	-4	7	-23	8	10
O=C(CCC(NC(=O)OCc1ccccc1)C(=O)OCc1ccccc1)NCC(=O)OCc1ccccc1 (stereo unspecified)	26	6	7	5	10	-7	11	-23	1	7	2
Cc1ccc(OCCN2C(=O)c3ccccc3C2=O)cc1	-27	-2	-15	2	-19	-28	-12	-4	-29	-22	-58
O=C1NC(c2ccccc2)(C(F)(F)F)SC2=CCCCCN12 (stereo unspecified)	15	-9	5	0	5	-6	7	-11	9	-2	7
O=C(c1ccco1)N1CCN(C2CC(=O)N(c3ccc4c(c3)OCO4)C2=O)CC1 (stereo unspecified)	8	-11	-3	2	-5	-16	-1	11	-9	-1	-10
N#Cc1ccc(COC(=O)Cn2nnc(-c3ccccc3)n2)cc1	-3	8	-17	2	-3	-25	-6	-3	-16	8	12
COCCC(=O)N1CCC(Oc2ccc(C(=O)NCCc3cn[nH]c3)cc2)CC1	-9	4	4	-2	10	-9	-12	-9	-15	11	21
CCN1CCN(CCOc2ccccc2OCc2ccccc2)CC1	-7	3	5	3	-5	-1	5	13	0	3	-9
CCC(C)c1ccc(-c2cc(C(=O)OCC(=O)Nc3cc(C)on3)c3ccccc3n2)cc1 (stereo unspecified)	-34	83*	-32	-12	-1	-41	-8	-85	-38	3	-32
O=C(c1cccnc1)N1CCN(Cc2cccc(Br)c2)CC1	6	-12	9	0	-8	23	-13	0	-3	16	22
O=c1ncn(-c2cccc([N+](=O)[O-])c2)c2ccccc12	13	-15	8	-4	3	13	10	11	-6	-5	19
Cc1nn(C)c(C(=O)N/N=C/c2ccccc2)c1[N+](=O)[O-]	16	-3	9	4	-1	-6	-5	-6	9	7	12
CC1=CC(=O)C2=C(C)CC[C@@H]3[C@H](OC(=O)[C@H]3C)[C@@H]12	-21	4	-4	8	-8	-4	1	-14	0	-10	2
Cc1ccccc1-c1nnc(-c2ccc(Cl)cc2)o1	-61	-8	-51	-13	-1	-65	-2	-10	-34	-14	-68

Entries shown so far containing an aryl methoxy group:
SMILES	NCOA3 inh	C8 TRAIL sens	SRC2 inh	LMP1 NFkB inh	TLR9-MyD88 block	SRC1 inh	NOD2 RIPK2 PPI	TWEAK-Fn14 inh	TROY NFkB inh	COUP-TFII inh	LRH-1 inv ag
COc1ccc(S(=O)(=O)N2CCOC2CNC(=O)C(=O)NCCc2ccccc2OC)cc1C (stereo unspecified)	-9	1	-2	7	8	-7	5	6	7	29	21
COc1ccc(/C=N/NC(=O)C2CCN(c3ncc(C(F)(F)F)cc3Cl)CC2)cc1	5	0	8	-5	-10	1	5	-11	20	15	2

Following part.
SMILES	NCOA3 inh	C8 TRAIL sens	SRC2 inh	LMP1 NFkB inh	TLR9-MyD88 block	SRC1 inh	NOD2 RIPK2 PPI	TWEAK-Fn14 inh	TROY NFkB inh	COUP-TFII inh	LRH-1 inv ag
CC1Oc2ccc(C#N)cc2N(Cc2ccccc2OC(F)(F)F)C1=O (stereo unspecified)	1	17	-4	nt	nt	11	-6	1	7	9	-15
Cc1ccc(C)c(S(=O)(=O)N2CCCCC2CCNC(=O)C(=O)NC2CC2)c1 (stereo unspecified)	22	1	-25	-8	-5	-7	-13	-2	0	26	2
CCN(CC)c1nc(C=Cc2ccc(N(C)C)cc2)c2nccnc2n1	1	-13	66*	16	10	-7	13	7	1	88*	12
CC(C)(C)NC(=O)CN(C(=O)CS(=O)CC(=O)Nc1ccc(F)cc1)c1ccc(F)c(Cl)c1 (stereo unspecified)	10	11	7	0	1	-7	0	8	8	-12	-9
CCOc1cc(C=C(C#N)C#N)ccc1Oc1ccc([N+](=O)[O-])cn1	0	0	-15	0	-5	8	-8	10	12	-9	21
CCN(C(=S)NC(=O)C1CC1)c1ccccc1	23	-8	-17	3	-10	26	-21	3	-4	-8	7
COc1ccc(-c2c(NC(=O)c3ccco3)n(C)c3ccccc3c2=O)cc1	-2	2	-12	-19	0	-2	-15	-1	-1	14	2
O=C(COCc1ccccc1)N[C@@H]1c2ccccc2CC[C@@H]1OCc1ccccc1	-13	-6	20	-13	-19	-4	0	0	-4	-8	7
CC(=O)N1CCN(CC(=O)Nc2ccccc2C(=O)Nc2ccccc2)CC1	2	6	-11	2	-4	4	-7	-22	5	5	-1
COc1cccc2c1OC1(C)CC2NC(=O)N1c1cccc(C(=O)Nc2ccc3c(c2)OCCO3)c1 (stereo unspecified)	25	-3	-15	8	11	30	-7	83*	31	-6	13
CC(=O)O[C@H]1[C@H](C)OC=C[C@@H]1OC(C)=O	-9	-7	-9	2	-10	-8	4	22	4	-7	-13
Cc1ccsc1C(=O)OCC(=O)N1C(C)CCCC1C (stereo unspecified)	-6	-4	-43	-8	-10	-10	-2	-19	-18	-20	-18
Cc1cc2oc(C(=O)N(Cc3ccccc3)C3CCS(=O)(=O)C3)cc(=O)c2cc1Cl (stereo unspecified)	-27	-4	-11	5	0	0	-10	-23	1	-4	-32
O=C(Nc1ccc(F)cc1)C1CCN(c2nnnn2-c2ccccc2)CC1	14	12	24	2	-5	11	-9	16	-8	3	4
Cc1cccc(N2CCN(S(=O)(=O)c3ccc4c(c3)OCCO4)CC2)c1C	-6	10	8	-3	-8	-11	3	-16	0	1	-12
COc1cccc(NC(=O)CN2C(=O)NC(c3ccccc3)(c3ccccc3)C2=O)c1	5	-15	10	-16	-5	5	-3	21	-10	8	-5
Cc1cc(NC(=O)CCCC(=O)N(CC(=O)NCCc2ccccc2)Cc2ccc(F)cc2)no1	6	-2	-6	6	10	-6	3	17	-16	-11	-8
NC(=O)c1c[nH]c2ccccc12	-1	-5	-33	-1	-12	-8	-9	-2	-24	-1	17
CC(C)(C)OC(=O)CC1(C#N)c2ccccc2C(Br)=CN1C(=O)c1ccccc1 (stereo unspecified)	0	7	5	-2	-5	-10	3	0	-17	-5	21
O=C(Nc1ncc(Cc2ccccc2Cl)s1)c1ccc(-c2cccc([N+](=O)[O-])c2)o1	0	15	0	0	3	-11	-12	23	11	-17	-2
CCN(CC(=O)Nc1c(F)cccc1F)C(=O)C(C)SCc1nc2sc(C)c(C)c2c(=O)[nH]1 (stereo unspecified)	12	-11	-12	1	-8	-5	1	-9	14	1	-5
CS(=O)(=O)N1CCCC(c2nc(-c3ccc(S(=O)(=O)NCc4ccccc4)cc3)no2)C1 (stereo unspecified)	30	30	nt	4	-2	23	6	25	33	nt	48
CCOc1ccc(NC(=O)CNC(=O)c2ccc(OC)cc2)cc1	12	-12	23	-2	-5	9	3	-7	-1	-4	12
CCOC(=O)C1CCN(CC(=O)N2CCc3ccccc32)CC1	-9	3	2	-5	-8	-15	3	-18	-2	-23	4
O=C(CCn1nc(-c2ccccc2)c2ccccc2c1=O)NCC1CCCO1 (stereo unspecified)	7	-16	-1	3	8	-28	6	-1	-6	4	0

Quoted at random: three records from the list.
SMILES	NCOA3 inh	C8 TRAIL sens	SRC2 inh	LMP1 NFkB inh	TLR9-MyD88 block	SRC1 inh	NOD2 RIPK2 PPI	TWEAK-Fn14 inh	TROY NFkB inh	COUP-TFII inh	LRH-1 inv ag
NC(=O)c1c[nH]c2ccccc12	-1	-5	-33	-1	-12	-8	-9	-2	-24	-1	17
CCOc1ccc(NC(=O)CNC(=O)c2ccc(OC)cc2)cc1	12	-12	23	-2	-5	9	3	-7	-1	-4	12
O=C(CCn1nc(-c2ccccc2)c2ccccc2c1=O)NCC1CCCO1 (stereo unspecified)	7	-16	-1	3	8	-28	6	-1	-6	4	0
